Screening results deposited in PubChem BioAssay by several laboratories.
RGS4 pot: potentiators or activators of RGS4. HEK293 M3R/inducible RGS4, carbachol calcium flux Fluo4; active compounds read low. B-score at 10 µM. 310,000 compounds, 0.92% hits. AID 463111;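 active = B-score of the integrated calcium signal more than 4 SD below the library mean, with starting fluorescence not abnormally high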;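 note: negative B-score means reduced calcium response which marks RGS4 activation or potentiation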
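System: HEK293 FlpIn-TREx cells, stable M3R, doxycycline-inducible RGS4. Timing: overnight RGS4 induction, 30 min dye load 37 °C, 20 min compound RT. Also added: carbachol, ECmax concentration. Measured by: Fluo4 fluorescence kinetic imaging of calcium. Evaluation: integrated calcium ratio converted to B score.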
Platelet DG rel: platelet dense granule release activity; AID 1663; inhibition, %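 (compounds screened at 7.5 µM in platelet-rich plasma)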; human platelet-rich plasma, SFLLRN dense granule ATP release, luminescence; 300,000 compounds, 0.22% hits;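 active = mean replicate score, as percent of positive control, at or above 50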
SKKanGAS inh: SKKanGAS growth inhibition. S. pyogenes SKKanGAS, kanamycin growth, BacTiter-Glo, 6 h. inhibition, % at 7.5 µM. 300,000 compounds, 1.3% hits;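 active = mean replicate score, as percent of positive control median, at least 50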;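 note: strain carries kanamycin resistance gene driven by streptokinase promoter and grows in 40 µg/ml kanamycin; loss of luminescence reflects streptokinase promoter inhibition or plain growth inhibition; 0% = median of DMSO wells and 100% = positive control at its reference dose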
MrgX1 ag: agonists of human MrgX1 receptor | AID 588627 | B-score at 10 µM | MrgX1-HEK293 cells, Fluo-4 calcium fluorescence, agonist mode; active compounds read high | Q96LB2 | 310,000 compounds, 0.44% hits;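 active = calcium response B-score plate-corrected fluorescence ratio at least 3 library SD, with starting fluorescence B-score inside 5 SD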
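Test system: HEK293 cells stably expressing human MrgX1 receptor; amount: 15,000 cells per well; doses: compound delivered in addition one of three; times: overnight plating before 1 h dye loading; detection: Fluo-4 NW calcium-flux fluorescence, kinetic read; read-out basis: B-scored fluorescence response ratio; controls: positive and negative controls per plate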
HIF act: HIF pathway transcriptional activation. 300,000 compounds, 0.32% hits. activation, % at 7.5 µM (by protocol). U2OS HRE-luciferase reporter, luminescence; normalized: DMSO 0%, desferrioxamine 100%. AID 1910;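 active = mean activation of at least 10% of the iron chelator positive control signal, with at least half of replicates also reaching 10%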
TRPC6 activator: activates the mouse TRPC6 cation channel. Q61143. HEK293-TRPC6 membrane potential dye fluorescence; active compounds read high. B-score at 10 µM. 310,000 compounds, 0.13% hits. AID 2550;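 active = B-score of the integrated fluorescence ratio above library mean plus 3 SD, and starting fluorescence ratio within library mean plus 5 SD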;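 note: higher score means more depolarization so channel activation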
Target sequence (Q61143 whole entry, looked up): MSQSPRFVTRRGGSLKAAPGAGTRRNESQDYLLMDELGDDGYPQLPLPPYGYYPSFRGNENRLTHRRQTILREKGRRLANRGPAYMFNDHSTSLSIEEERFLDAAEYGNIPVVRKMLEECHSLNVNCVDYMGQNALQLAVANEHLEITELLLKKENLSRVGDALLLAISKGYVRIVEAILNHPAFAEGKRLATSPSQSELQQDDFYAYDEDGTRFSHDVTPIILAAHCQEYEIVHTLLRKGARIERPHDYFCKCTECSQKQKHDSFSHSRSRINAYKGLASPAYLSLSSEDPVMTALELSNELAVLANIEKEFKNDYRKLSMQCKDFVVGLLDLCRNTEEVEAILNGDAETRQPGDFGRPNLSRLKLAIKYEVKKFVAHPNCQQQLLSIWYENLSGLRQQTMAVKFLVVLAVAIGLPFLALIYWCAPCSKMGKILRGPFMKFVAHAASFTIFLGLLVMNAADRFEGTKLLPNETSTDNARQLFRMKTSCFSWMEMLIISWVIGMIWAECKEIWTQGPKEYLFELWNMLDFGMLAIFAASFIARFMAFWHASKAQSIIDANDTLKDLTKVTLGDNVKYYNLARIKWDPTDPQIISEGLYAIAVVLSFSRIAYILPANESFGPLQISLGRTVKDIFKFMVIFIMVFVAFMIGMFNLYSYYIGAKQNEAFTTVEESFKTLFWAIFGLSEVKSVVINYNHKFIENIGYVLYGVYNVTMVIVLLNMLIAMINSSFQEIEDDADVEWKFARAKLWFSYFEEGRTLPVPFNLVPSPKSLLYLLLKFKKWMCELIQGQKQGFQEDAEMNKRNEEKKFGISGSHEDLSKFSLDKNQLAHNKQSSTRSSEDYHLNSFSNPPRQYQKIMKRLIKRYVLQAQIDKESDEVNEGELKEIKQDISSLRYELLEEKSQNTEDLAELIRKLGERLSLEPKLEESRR
TRPC4 block: blocks the mouse TRPC4 cation channel; B-score at 10 µM; 300,000 compounds, 0.39% hits; HEK293 TRPC4beta/mu-opioid, DAMGO-evoked Fluo4 calcium flux; active compounds read low;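 active = B-score over 3 SD under the library average, no early fluorescence shift, positive overall ratio signal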
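Material: HEK293 cells with stable TRPC4beta plus mu-opioid receptor expression / Probe or stimulus: DAMGO in two steps, submaximal then maximal / Compound: single concentration per test compound / Technique: kinetic Fluo4 fluorescence imaging of calcium influx / Read-out: per-well B score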
TRPC6 inh: inhibitors of mouse TRPC6 channel; Q61143; HEK293-TRPC6, membrane potential dye, ACh-evoked depolarization; active compounds read low; B-score at 10 µM; 310,000 compounds, 1.1% hits; AID 2553;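 active = B-score under library mean minus 3 SD, initial fluorescence not abnormally high, positive integrated signal ratio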;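 note: B-score derived from integrated fluorescence ratio over the kinetic read; more negative B-score means stronger inhibition of depolarization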
MrgX1 allo act: human MrgX1 positive allosteric modulation, primary screen. Q96LB2. MrgX1-HEK293, Fluo-4 calcium flux, FDSS; active compounds read high. B-score at 10 µM. 310,000 compounds, 0.63% hits. AID 588675;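 active = plate-corrected calcium response at least 3 library SD above typical, normal starting fluorescence, not activating the receptor alone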;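 note: compound read alongside a low EC10 to EC30 dose of BAM8-22 agonist; peak minus trough fluorescence over baseline measured at the second addition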
MrgX1 antag: antagonists of human MrgX1 receptor; Q96LB2; MRGX1-HEK293 calcium flux, Fluo-4, BAM8-22 antagonism; active compounds read low; B-score at 10 µM; 310,000 compounds, 1.3% hits; AID 588676;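 active = calcium-response B-score plate-corrected more than 3 library SD below zero, starting fluorescence within 5 deviations, no agonist response on first addition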;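 note: peak minus trough fluorescence over baseline after final BAM8-22 challenge near maximal dose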
RGS4 inh: human RGS4 inhibition. P49798. HEK293 M3R/RGS4 inducible, Fluo-4 calcium flux; active compounds read high; triggered by carbachol at its EC20. B-score at 10 µM. 310,000 compounds, 0.45% hits. AID 463165;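 active = B-score, a plate-corrected calcium signal, over three deviations above library mean, with baseline fluorescence within five deviations of library mean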;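 note: RGS4 expression induced by doxycycline in cells with stable M3 receptor; B-score is computed from the integrated fluorescence ratio over baseline after carbachol; higher B-score means a larger calcium signal and so more RGS4 inhibition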
Target sequence (P49798 whole entry, looked up): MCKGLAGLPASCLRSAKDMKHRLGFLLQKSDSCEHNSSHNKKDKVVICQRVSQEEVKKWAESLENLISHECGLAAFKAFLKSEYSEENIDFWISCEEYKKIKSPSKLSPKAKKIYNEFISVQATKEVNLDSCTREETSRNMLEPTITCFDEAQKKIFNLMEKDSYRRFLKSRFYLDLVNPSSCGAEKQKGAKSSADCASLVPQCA
An asterisk follows results filed as active; i = inactive; · = not tested or not shown. This is a random part of the collection; any-hit rate near 6.1%.

SMILES	RGS4 pot	Platelet DG rel	SKKanGAS inh	MrgX1 ag	HIF act	TRPC6 activator	TRPC4 block	TRPC6 inh	MrgX1 allo act	MrgX1 antag	RGS4 inh
COc1cc(C(=O)Nc2c(C(=O)O)[nH]c3ccc(Br)cc23)cc(OC)c1OC	i	0.9	9.2	i	-1.0	i	i	i	i	i	i
COc1ccc(/C=N/NC(=S)NCc2ccccc2)cc1OC	i	17.3	-9.9	i	0.1	i	i	i	i	i	i
CCN(CCn1cccn1)Cc1ccccc1OCC(O)CN1CCc2ccccc2C1 (configuration not stated)	i	6.7	-1.6	i	-0.6	i	i	i	i	i	i
Cc1nn(-c2cccc([N+](=O)[O-])c2)c(N)c1-c1ccccc1	i	5.6	-2.8	i	5.0	i	i	i	i	i	i
O=C(CSc1n[nH]c(-c2ccncc2)n1)Nc1ccccc1	i	1.8	0.1	i	-0.8	i	i	i	i	i	i
Cc1ccc(NC(=O)Nc2cccnc2)cc1Cl	i	3.8	4.9	i	2.6	i	i	i	i	-4.74*	i
O=C(NC1CCCCC1)c1cccc(S(=O)(=O)N2CCCCC2)c1	i	-5.2	1.9	i	-1.4	i	i	i	i	i	i
CCCc1sc(N)nc1-c1ccc(C)cc1	i	6.4	0.7	i	-0.5	i	i	i	i	i	i
Cc1c(C(=O)N2CCCCC2)c(S(=O)(=O)NCc2ccc(N(C)C)cc2)c(C)n1C	i	14.7	-3.4	i	-0.1	i	i	i	i	i	i
CCC(c1nnc(SCC(=O)Nc2cccc(S(N)(=O)=O)c2)n1-c1ccc(OC)cc1)N(C)C (configuration not stated)	i	-6.2	-2.1	i	-0.3	i	i	i	i	i	i
COc1ccc(S(=O)(=O)NCCCc2ccccc2)cc1	i	16.0	4.8	i	0.1	i	i	i	i	i	i
Cc1ccc2nc(SCc3nnc(-c4cccs4)o3)[nH]c2c1	i	-1.6	-4.8	i	0.1	i	i	i	i	i	i
COC(=O)c1ccc(CNCC(=O)Nc2ccc(C(=O)OC)cc2)cc1	i	-10.2	-12.5	i	-0.7	i	i	i	i	i	i
COCCOc1ccc(C(F)(F)F)cc1NC(=O)Cc1ccc(S(=O)(=O)N2CCOCC2)s1	i	14.0	2.5	i	-0.1	i	i	i	i	i	i
O=C1Nc2ccccc2C1(O)Cc1ccncc1 (configuration not stated)	i	-3.3	-5.0	i	0.0	i	i	i	i	i	i
CCCc1cc(=O)n2[nH]c(NCc3cccs3)nc2n1	i	4.0	-1.0	i	-0.1	i	i	i	i	-10.5*	i
Cc1cccc(NC(=O)c2sc3nc(N4CCOCC4)c4c(c3c2N)CCCC4)c1	i	-3.2	5.4	i	0.0	i	i	i	i	i	i
O=C(c1ccco1)N1CCN(Cc2ccc(F)cc2Cl)CC1	i	0.5	2.6	i	1.2	i	i	i	i	i	i
COC(=O)C1=C(C(=O)OC)[C@@H]2Nc3ccccc3[C@@]23C[C@@H](C(=O)OC)N(C(=O)c2cccs2)C3=N1	i	6.1	-1.1	i	1.0	i	i	i	i	i	i
Cc1ccc(S(=O)(=O)CCC(=O)Nc2nnc(-c3cccs3)o2)cc1	i	-7.3	1.2	i	-0.1	i	i	i	i	i	i

Copied from the list.
For SKKanGAS inh, Cc1c(C(=O)N2CCCCC2)c(S(=O)(=O)NCc2ccc(N(C)C)cc2)c(C)n1C has the entry -3.4
For SKKanGAS inh, COC(=O)C1=C(C(=O)OC)[C@@H]2Nc3ccccc3[C@@]23C[C@@H](C(=O)OC)N(C(=O)c2cccs2)C3=N1 has the entry -1.1

Going on with the list.
SMILES	RGS4 pot	Platelet DG rel	SKKanGAS inh	MrgX1 ag	HIF act	TRPC6 activator	TRPC4 block	TRPC6 inh	MrgX1 allo act	MrgX1 antag	RGS4 inh
Cc1cccc(Oc2cc(N)cc([N+](=O)[O-])c2)c1	i	2.4	2.9	i	-2.7	i	i	i	i	i	i
Cc1ccc2nc(SCC(=O)N3CCOCC3)[nH]c2c1	i	-2.6	-16.2	i	1.0	i	i	i	i	i	i
CCCn1ncc(C(=O)NC2CCCN(Cc3ccc(Cl)cc3)C2)c1C (configuration not stated)	i	-4.7	0.9	i	0.8	i	i	i	i	i	i
N#C/C(=C\c1cccc(NC(=O)c2ccccc2Cl)c1)C(=O)NCCc1ccccc1	i	-2.8	-1.5	i	1.0	i	i	i	i	i	i
CC(C)(NO)/C(=N/O)c1ccc(Br)cc1	i	-2.3	-1.7	i	0.1	i	i	i	i	i	i
Cc1ccc(NC(=O)C(=O)NCCN2CCN(S(C)(=O)=O)CC2)cc1C	i	1.1	-1.4	i	0.4	i	i	i	i	i	i
COc1cc(C(=O)Nc2cc(Cl)ccc2-n2cncn2)ccc1OC(F)F	i	6.4	-3.1	i	0.0	i	i	i	i	i	i
CCOc1ccc(Cl)cc1S(=O)(=O)N1CCC(C(=O)NCC2CCCO2)CC1 (configuration not stated)	i	10.8	2.5	i	-0.1	i	i	i	i	i	i
CC(=O)Nc1cccc(-c2csc(Nc3ncccn3)n2)c1	i	10.1	5.8	·	1.4	i	i	i	·	·	i
Cc1nc2c(C(=O)NCc3ccc(F)cc3)c[nH]n2c(=O)c1Cl	i	-0.1	11.6	i	-0.3	i	i	i	i	i	i
COc1ccc(C2C(C(C)=O)=C(Nc3ccccc3)CC(C)(O)C2C(C)=O)cc1OC (configuration not stated)	i	-8.1	-2.8	i	·	i	i	i	i	i	i
COc1ccc(S(=O)(=O)NCc2cccnc2)cc1C(=O)NC1CCCCC1	i	11.5	-16.5	i	-0.3	i	i	i	i	i	i
O=C(OCc1ccco1)c1ccc(S(=O)(=O)N2CCCCC2)cc1	i	-3.7	0.0	i	-0.4	i	i	i	i	i	i
COc1ccc(C)cc1NCc1ccc(OC)c(C)c1OC	i	-3.7	28.2	i	1.1	i	i	i	i	i	i
CCC(=O)N(Cc1cc(=O)[nH]c2ccccc12)c1ccc(C)cc1C	i	7.5	1.5	i	0.7	i	i	i	i	i	i
Cc1cc(C(=O)N/N=C/c2sc(N3CCOCC3)nc2-c2ccccc2)c(C)o1	i	0.1	1.9	i	-0.6	i	i	i	i	i	i
CCOc1ccc(-c2nnn(CC(=O)Nc3cc(OC)ccc3OC)n2)cc1OCC	i	-0.9	-4.6	i	-0.2	i	i	i	i	i	i
CN(C(=O)COC(=O)c1nc(Cl)ccc1Cl)C1CCS(=O)(=O)C1 (configuration not stated)	i	1.3	-3.6	i	-0.3	i	i	i	i	i	i
CC(=O)NC1=NN(C(C)=O)C(c2ccco2)S1 (configuration not stated)	i	6.6	-0.8	i	-0.2	i	i	i	i	i	i
O=c1[nH]n(-c2cccc3cccnc23)c(=O)c2ccccc12	i	-2.1	5.3	i	0.1	i	i	i	i	i	i
O=C(CNC(=O)c1cccs1)NC1=NCCS1	i	-2.6	-2.5	i	1.1	i	i	i	i	i	i
CCCCNC(=S)N(Cc1c(C)noc1C)c1ccccc1	i	0.1	5.0	i	-0.3	i	i	i	i	i	i
Cc1nn(C2CCS(=O)(=O)C2)c(Cl)c1/C=C/C(=O)OCC(N)=O (configuration not stated)	i	-1.5	-13.2	i	0.6	i	i	i	i	i	i
Cc1cc(OCC(=O)NNC(=O)c2cccnc2)cc(C)c1Cl	i	·	·	i	·	i	i	i	i	i	i
O=C(NC1CCCCC1)c1cc(N2C(=O)CCC2=O)ccc1Cl	i	6.4	-2.0	i	0.2	i	i	i	i	i	i
CC(=O)c1cc(Cl)ccc1OC(=O)c1ccco1	i	-2.6	4.6	i	-0.1	i	i	i	i	i	i
Cc1ccc(C(=O)N2CCCC(C(=O)Nc3cccc(-c4ccc(F)cc4)c3)C2)cn1 (configuration not stated)	i	-16.4	-2.8	i	1.1	i	i	i	i	i	i
CSCC(=O)N1CCCC(N2CCN(c3cccc(C(F)(F)F)c3)CC2)C1 (configuration not stated)	i	2.8	·	i	0.2	i	i	i	i	i	i
Cc1cc(C)n(-c2ccc([N+](=O)[O-])cc2-c2nn[nH]n2)n1	i	-1.1	0.6	i	-0.3	i	i	i	i	i	i
O=C(Nc1ccc(F)cc1)C1CCN(S(=O)(=O)c2ccc3[nH]c(=O)oc3c2)CC1	i	-7.2	-2.3	i	0.0	i	i	i	i	i	i
CNC(=O)CSc1nnc(-c2ccco2)n1-c1cc(C)ccc1C	i	6.8	-2.3	i	1.9	i	i	i	i	i	i
COc1cccc(OCC(O)CN2CCN(CCO)CC2)c1 (configuration not stated)	i	7.7	0.5	i	-0.2	i	i	i	i	i	i
Cc1ccc(Nc2ccc(C(N)=O)cc2[N+](=O)[O-])cc1	i	-6.7	-5.3	i	-0.1	i	i	i	i	i	i
CN(C)CCNc1nc(-c2ccccc2)nnc1C(F)(F)F	i	·	-0.7	i	·	i	i	i	i	i	i
O=C(Cn1c(=O)oc2ccccc21)N1CCCCC1	i	-6.6	14.2	i	-37.0	i	i	i	i	i	i
COc1ccc(-c2nsc3c(N4CCCCC4)ncnc23)cc1	i	17.7	11.3	i	-5.4	i	i	i	i	i	i
O=S(=O)(NC1CCCC1)c1cccc(-c2nnc(-c3ccccc3)o2)c1	i	1.5	6.8	i	0.7	i	i	i	i	i	i
COC(=O)c1ccc(C2NC(=O)c3c(sc(C)c3C)N2)cc1 (configuration not stated)	i	10.0	8.3	i	-0.5	i	i	i	i	i	i
CCOC(=O)C1CCN(C(=O)CN(c2cc(Cl)ccc2OC)S(=O)(=O)c2ccccc2)CC1	i	-0.1	3.3	i	-1.1	i	i	i	i	i	i
C=C(C)C(=O)N1CC2(CC(c3cccc(NC(=O)CC)c3)=NO2)C[C@H]1C(N)=O (some centres not stated)	i	-0.1	5.3	i	-0.1	i	i	i	i	i	i
COc1ccc(S(=O)(=O)N(CC(=O)N2CCCC2)Cc2ccccc2)cc1	i	-0.7	-4.1	i	0.1	i	·	i	i	i	i
COc1ccc2oc(=O)c(-c3ccccc3C(=O)N3CCOCC3)cc2c1	i	9.0	10.5	i	-0.2	i	i	i	i	i	i
COc1cc2c(cc1OC)CN(CC(=O)Nc1ccc(C)cc1)CC2	i	-8.2	-5.7	i	0.3	i	·	i	i	i	i
CCOC(=O)CNC(=O)N1CCCC(C(=O)c2cc(C)c(OC)c(C)c2)C1 (configuration not stated)	i	-0.8	-1.9	i	-1.1	i	i	i	i	i	i
